LGR2 inh = blocks bursicon-induced cAMP signaling via Drosophila LGR2. HEK293 LGR2, CRE-luciferase, bursicon-stimulated, 4 h. inhibition, % at 9.99 µM. AID 720647. 0.35% of 380,000 active;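 active = drop in luminescence signal, shown as inhibition above about 50% in the replicate tests, limit read from the data, passing the limit was not always enough; inconclusive = probably only some replicates passing the limit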;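 also: agonist challenge used bursicon conditioned medium at about half maximal strength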
PAX8 reporter = inhibitors of PAX8 transcriptional activity in RMG-I cells; 1.2% of 360,000 active; inhibition, % at 12.6 µM; AID 652154; RMG-I TPO-luciferase reporter, SteadyGlo, 24 h;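 active = mean replicate inhibition at least 60% with every replicate also reaching 60%; inconclusive = only one of the two criteria is met; inactive = mean below 60% and not all replicates reaching 60%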;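 also: luciferase light reporting Pax8 driven TPO promoter activity; plate controls were median of neutral control wells for no effect and mitoxantrone controls for full effect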
EWS-Fli block = blocks EWS/Fli oncoprotein-driven transcription; 0.67% of 350,000 active; AID 651661; inhibition, % at 12.6 µM; A673 NR0B1-luciferase reporter, viability-normalised;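 active = mean inhibition of at least 50% after viability correction, with every replicate also passing that limit; inconclusive = mean reaches 50% but only one of two replicates passes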;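 also: firefly luciferase signal divided by Alamar Blue viability fluorescence both relative to DMSO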
ARNT TACC3 PPI = disruptors of human ARNT/TACC3 interaction | AlphaScreen His-ARNT PAS-B/GST-TACC3 binding, luminescence; TACC3 fragment carries E629A point mutation | inhibition, % at 9.99 µM | 0.66% of 390,000 active | AID 623870;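 active = mean inhibition of replicates at least 50% and at least half of replicates each reaching 50%; inconclusive = half or more replicates reach 50% but mean below 50%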;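 also: 0% = complete ARNT plus TACC3 wells and 100% = ARNT alone without TACC3; many hits fall short of the cut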
SIRT5 block = blocks human SIRT5 desuccinylation of peptide. inhibition, % at 15 µM. 1.1% of 330,000 active. Purified SirT5, succinyl-peptide AMC, trypsin-coupled fluorescence; in the data active = inhibition above about 15%; inconclusive = no clear call, values can overlap the other calls
Target sequence (Q9NXA8 whole entry, looked up): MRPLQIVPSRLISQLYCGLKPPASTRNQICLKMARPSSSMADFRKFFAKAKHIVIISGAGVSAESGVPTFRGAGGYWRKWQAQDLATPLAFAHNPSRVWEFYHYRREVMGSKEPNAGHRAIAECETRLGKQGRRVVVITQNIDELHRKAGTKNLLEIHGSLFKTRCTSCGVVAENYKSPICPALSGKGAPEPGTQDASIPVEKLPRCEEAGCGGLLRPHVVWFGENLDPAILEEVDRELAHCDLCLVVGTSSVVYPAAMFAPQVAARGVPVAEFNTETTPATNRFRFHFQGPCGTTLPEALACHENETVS
DENV2 CPE = inhibitors of DENV2 cytopathic effect. DENV2-infected cells, cytopathic effect rescue, plate reader. CPE inhibition, % at 9.99 µM. 1.7% of 350,000 active. AID 651640; in the data active = CPE inhibition above about 20%, passing the limit was not always enough; inconclusive = no clear call, values can overlap the other calls; tested in BHK-21 cells;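 also: 0% = median of neutral control wells and 100% = median of positive control wells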
CASP6 VEID inh = caspase-6 (human) enzyme inhibition; P55212; purified caspase-6, Z-VEID-R110 cleavage fluorescence; inhibition, % at 12.5 µM; 0.53% of 350,000 active;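 active = mean inhibition across replicates at least about 35%, with every replicate also reaching that limit, limit read from the data; inconclusive = only one of the two criteria met; inactive = neither criterion met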;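 also: 0% = median of neutral control wells and 100% = no fluorescence left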
Target sequence (P55212 24-179 limits assumed): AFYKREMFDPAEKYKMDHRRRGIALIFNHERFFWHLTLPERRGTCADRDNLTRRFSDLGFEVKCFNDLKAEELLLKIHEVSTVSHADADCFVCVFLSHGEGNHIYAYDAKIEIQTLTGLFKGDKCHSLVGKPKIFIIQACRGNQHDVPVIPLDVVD
Target sequence (P55212 194-293 limits assumed): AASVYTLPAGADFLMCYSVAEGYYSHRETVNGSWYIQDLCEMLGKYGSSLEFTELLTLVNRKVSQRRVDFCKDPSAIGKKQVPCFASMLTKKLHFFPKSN
* = called active by the depositor; u = inconclusive; x = no result given; & = joins results of further samples.

mol	LGR2 inh	PAX8 reporter	EWS-Fli block	ARNT TACC3 PPI	SIRT5 block	DENV2 CPE	CASP6 VEID inh
CO[C@@H](CN(C)Cc1cc(F)ccc1F)[C@H](C)CN([C@H](C)CO)S(=O)(=O)c1ccc(C)cc1	32	x	1	2	-1	5	0
NC(=O)CSc1nnc(-c2cc(-c3ccc(Cl)cc3)nc3ccccc23)o1	-12	13	3	2	9	0	-4
O=C(Nc1cc(F)ccc1F)N1CCCCN2[C@@H](CO)[C@H](c3ccc(-c4ccccc4)cc3)[C@@H]2C1	5	-8	x	11	10	12	1
C[C@H](CO)N1C[C@H](C)[C@@H](CN(C)Cc2ccccc2)OCCCC[C@H](C)Oc2ccc(NS(=O)(=O)c3ccc(F)cc3)cc2C1=O	3	-18	3	-1	2	-7	0
CCOc1ccccc1NC(=O)Cn1c(=O)oc2cc(Cl)ccc21	0	14	-6	4	-1	2	-1
COc1ccc(NC2c3ncccc3C(=O)N2Cc2cccs2)cc1 (configuration not stated)	10	15	0	-1	1	-4	6
O=C(C[C@H]1CC[C@@H]2[C@H](COC[C@@H](O)CN2S(=O)(=O)c2ccccc2F)O1)NCc1ccccc1Cl	0	2	6	-1	-1	7	-1
CCN(CC)Cc1c(O)ccc2c(=O)c(-c3ccccc3OC)coc12	3	7	6	0	-23	4	2
COCCn1c(SCC(=O)NCCCN2CCCC2=O)nc2sc3c(c2c1=O)CCCC3	-2	-10	5	x	2	-6	-1
O=C(N/N=C/c1ccc([N+](=O)[O-])o1)c1sc2ccccc2c1Cl	2	49	-4	10	-3	7	0
COc1ccc(/C=C(\NC(=O)c2ccc(OC)c(OC)c2)C(=O)N2CCN(C)CC2)cc1	-5	-1	-5	0	3	-4	-1
O=S(=O)(c1ccc(F)cc1)N1CCCCN2[C@@H](CO)[C@H](c3ccc(-c4ccccc4F)cc3)[C@@H]2C1	x	10	9	2	22*	-3	0
O=C([C@H]1[C@H](CO)[C@H]2Cn3c(cccc3=O)[C@H]2N1CC1CCCC1)N1CCc2ccccc2C1	15	x	-14	11	12	-9	0
CC(C)[C@@H](N)C(=O)N/N=C/c1ccc2ncccc2c1	-21	-49	-28	13	-4	4	-1
COCCOC(=O)c1[nH]c2c(c1C)C(=O)CC(c1cc(OC)ccc1OC)C2 (configuration not stated)	-12	27	4	-2	x	-1	-3
C[C@@H]1CN([C@@H](C)CO)C(=O)Cc2cc(NC(=O)Nc3ccccc3)ccc2O[C@@H]1CN(C)Cc1ccc(Oc2ccccc2)cc1	1	1	7	0	9	-23	2
CN1[C@@H]2Cn3c(ccc(C4=CCCC4)c3=O)[C@H]1[C@@H](C(=O)N1CCOCC1)[C@@H]2CO	-4	-4	-6	-18	-5	u	-2
Cc1cccc(NC(=O)Nc2cc(C)cc(C)n2)c1	-76	-200	-98	1	x	1	-2
O=C(C[C@@H]1CC[C@@H]2[C@H](COC[C@H](O)CN2C(=O)Nc2ccc(Cl)c(Cl)c2)O1)NC1CCC1	-1	3	-7	-4	2	11	0
C[C@H](O)C#Cc1ccc2c(c1)O[C@H](CN(C)C(=O)CC1CC1)[C@@H](C)CN([C@@H](C)CO)S2(=O)=O	4	x	-3	-8	2	-3	1
Brc1cccc(-c2nc3c4ccccc4ccn3c2Cc2ccsc2)c1	-64	-9	-28	x	-9	-1	-2
C[C@]12c3[nH]c4cc(-c5ccco5)ccc4c3CCN1C(=O)[C@@H](CC(=O)NCC13CC4CC(CC(C4)C1)C3)C[C@@H]2C(=O)N1CCOCC1	21	23	1	0	x	-6	-1
CO[C@@H]1CN(C)C(=O)c2cc(NC(=O)c3cnccn3)ccc2OC[C@H](C)N(C(C)=O)C[C@@H]1C	-7	-1	3	5	x	16	-1
O=C(NCc1cccnc1)C1c2ccccc2C(=O)N1C1CCCCCC1 (configuration not stated)	-20	x	-2	0	2	5	2
COc1ccccc1C(=O)Nc1nnc(-c2ccccc2)s1	-49	-5	-124	-4	-4	4	-1
COc1cccc(NC(=O)N(C)C[C@@H]2Oc3ncc(/C=C/c4ccccc4)cc3C(=O)N([C@@H](C)CO)C[C@@H]2C)c1	4	9	0	19	-18	9	3
CCc1ccc(S(=O)(=O)Nc2cccc(-c3ccc4nnc(C)n4n3)c2)s1	6	-7	3	-5	0	-10	-4
Cc1cccc(-c2ccc(C3[C@@H]4CN(C(=O)C5CCC5)C[C@H]3N4)cc2)c1 (some centres not stated)	-1	x	2	x	-1	8	0
O=C(CNC(=O)c1ccco1)NCc1ccc2c(c1)OCO2	-1	-10	0	-2	0	1	1
Cc1ccc(NC(=O)Cn2nc(C)c3ccccc3c2=O)c(C)c1	3	21	x	-3	10	x	3
COC(=O)c1ccc(C(=O)OC)c(NC(=O)CN(C)Cc2ccccc2)c1	16	34	6	-3	0	-2	2
CC(=O)c1c(C)[nH]c(C(=O)NNC(=O)COc2cc(C)cc(C)c2)c1C	-1	8	-3	1	-3	33*	0
COc1cc(CN2CCC(n3nccc3NC(=O)C3CCOC3)CC2)ccc1F (configuration not stated)	5	1	x	1	-1	-6	-5
CC(C)C(NC(=O)c1ccc2c(c1)OCCO2)c1nc2ccccc2[nH]1 (configuration not stated)	-5	3	x	30	-5	-1	2
O=C(Cn1cnc2ccccc2c1=O)c1ccc(Cl)cc1	-11	-94	-65	x	-5	-2	0
COc1ccc(CNC(=O)CCC(=O)Nc2ccc(Cl)cc2)cc1	-1	-7	5	0	-6	-1	-2
O=C(Nc1ccccc1)C1=C[C@H](C2CCCCC2)C[C@H](OCc2ccc(CO)cc2)O1	-28	-6&-41	-20&-17	4&0	5&0	-1&10	-4&0
C/C(=N/NC(=O)NC12CC3CC(CC(C3)C1)C2)c1ccccc1	-2	12	-4	3	-1	8	-8
CC(=O)N1CCN(CC(=O)Nc2ccc3c(c2)CCC3)CC1	x	7	3	-7	-1	5	-1
CC(O)CNCc1ccc(Cl)cc1Cl (configuration not stated)	x	1	-1	-9	-1	x	1
COc1ccc(NC(=O)CSCC(=O)Nc2ccc(S(=O)(=O)N3CCCC3)cc2)cc1	-10	0	8	-1	3	1	2
CSCC[C@H](NC(=O)N1CCn2c1nc1ccccc12)C(=O)N[C@@H](C(=O)O)c1ccccc1	x	x	4	-13	1	-3	-2
CC(C)NC(=S)NC(=O)c1ccc(Cl)cc1Cl	-3	5	x	-1	x	x	x
COc1ccccc1CNCC(=O)Nc1cc(S(=O)(=O)N2CCCCCC2)ccc1Cl	1	1	-6	3	-7	-3	-3
CC(=O)Nc1ccc(/C=C(\C#N)S(=O)(=O)c2ccc(C)cc2)cc1	8	-2	6	-8	-2	-4	2
CCn1c(SCC(=O)NCc2ccc3c(c2)OCO3)nnc1-c1ccco1	5	8	-5	x	0	6	1
O=C(Cc1cccc(NC(=O)C2CCCN(C(=O)C3CCC3)C2)c1)Nc1cccc(C(=O)N2CCOCC2)c1 (configuration not stated)	-2	9	4	-1	-7	-7	-1
Cc1ccc(NC(=O)CNC(=O)C23CC4CC(CC(C4)C2)C3)nc1	-20	7	-2	x	x	7	0
COc1cccc(C(=O)N(c2ccccc2)C2C=CS(=O)(=O)C2)c1 (configuration not stated)	13	12	8	6	-2	-2	1
CCCC(=O)Nc1ccc2c(c1)OC[C@@H](C)N(Cc1ccccn1)C[C@H](C)[C@H](OC)CN(C)C2=O	-4	0	-9	5	-1	-3	5
COCCn1c(=O)c2c(nc3n2CCCN3Cc2ccccc2)n(C)c1=O	0	-17	15	16	4	9	-3
CCC(=O)N1CC2(C1)[C@H](c1ccccc1)[C@H](CO)N2CCC(F)(F)F	3	8	-3	x	1	-2	0
CCOC(=O)c1cn(Cc2ccc(Cl)cc2Cl)c2cc(C)nn2c1=O	x	3	3	1	-5	2	-4
CC(=O)Nc1sc2c(c1-c1nc3ccccc3s1)CN(C(C)C)CC2	102*	26	54*	2	-2	3	-5
CCC(=O)NC(=S)Nc1ccc2oc(-c3ccc(OC)cc3)nc2c1	-9	-19	-82	0	1	1	-1
COc1ccc(CCNC(=O)CSc2nc3[nH]c(=O)cc(O)c3s2)cc1	2	-6	10	-1	1	4	8

Continued.
mol	LGR2 inh	PAX8 reporter	EWS-Fli block	ARNT TACC3 PPI	SIRT5 block	DENV2 CPE	CASP6 VEID inh
Cc1ccc2c(c1)N(C(=O)CCC(=O)NCc1cccnc1)CC(C)O2 (configuration not stated)	3	12	-12	-5	1	9	-3
CN(C)C(=O)C[C@@H]1CC[C@H](NC(=O)Nc2cccc(F)c2)[C@@H](CO)O1	2	-8	-8	5	-1	-5	-1
COc1ccccc1OCCCOc1ccc(C)cc1Br	-83	-202	x	-6	x	x	x
C[C@@H]1CN([C@H](C)CO)C(=O)c2cccc(NC(=O)NC3CCCCC3)c2O[C@H]1CN(C)S(C)(=O)=O	16	0	-3	-4	-14	-4	0
Cc1c(NC(=O)c2cccc(NC(=O)COc3ccccc3)c2)c(=O)n(-c2ccccc2)n1C	5	-1	-10	0	1	-7	0
Cc1cccc(CSc2ncnc3ccccc23)c1	-22	-14	-14	x	-7	-8	-5
Oc1ccc(N=Nc2ccc3c(c2)OCCO3)c2ncccc12	-19	76*	21	3	2	1	-1
O=C(Nc1cccc(F)c1)N1CC(=O)N2[C@H](CO)[C@@H](c3ccc(-c4cccc(F)c4)cc3)[C@@H]2C1	16	8	2	x	14	16	-1
COc1ccc(/C=C2\SC(=S)N(CCCC(=O)Nc3ccc(O)cc3)C2=O)cc1	-45	39	61*	6	-1	-7	-3
C[C@@H]1CCCCO[C@@H](CN(C)C(=O)c2ccccc2)[C@@H](C)CN([C@@H](C)CO)C(=O)c2cc(NC(=O)CCC(F)(F)F)ccc2O1	23	-26	-11	-3	0	-3	-2
CC(=O)NS(=O)(=O)c1ccc(NC(=O)CCc2ccccc2)cc1	7	-3	-13	0	-1	-2	-2
Cc1cc(N2CCCC2=O)cc(C)c1S(=O)(=O)Nc1c(C)nn(C)c1C	15	13	4	5	1	2	0
O=C(CCC(=O)Nc1ccc(Cl)cc1Cl)NNC(=O)[C@@H]1CCCC[C@@H]1C(=O)O	2	-3	x	3	x	x	x
COc1ccc(-c2cc(CNS(=O)(=O)c3ccc(F)cc3)on2)cc1	18	17	-5	18	-1	3	1
CN1[C@@H]2c3ccc(-c4ccc(F)cc4)c(=O)n3C[C@H]1[C@H](CO)[C@H]2C(=O)N1CCCCC1	-9	x	0	-11	-1	9	3

High-throughput results from PubChem BioAssay.
